Screening data from PubChem BioAssay.
FAK inh: FAK kinase inhibitors, primary screen, biochemical; AID 727, 2007; 0.84% of 97,000 active; biochemical FAK kinase activity assay; Focal adhesion kinase 1 (Homo sapiens), Q05397; inhibition, %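 (tested at 7 µM)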; in the data active means inhibition above about 19%;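 further: 0% = DMSO and 100% = reference compound high control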
S1P2 antag: human S1P2 receptor antagonists, primary screen, cell-based | Sphingosine 1-phosphate receptor 2 (Homo sapiens), O95136 | 0.21% of 97,000 active | AID 736, 2007 | cell-based S1P2 antagonist assay, inhibition at 5 uM | inhibition, % at 5 µM; in the data active means inhibition above about 45%;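 further: CRE beta-lactamase reporter cells expressing human S1P2 stimulated with S1P; 0% = agonist at EC80 alone and 100% = agonist plus reference antagonist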
PostGolgi yeast: phenotypic screen on post-Golgi transport, primary screen. 0.9% of 98,000 active. post-Golgi transport phenotypic cell assay. inhibition, % at 10 µM;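 further: yeast cells grown in 1536-well plates; yeast grown about 18 h at 30C before absorbance read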
PTPN22 inh 2: PTPN22 phosphatase inhibitors, primary screen, biochemical, DiFMUP fluorescence, 2 µM; recombinant LYP catalytic domain; 0.21% of 96,000 active; AID 640, 2007; inhibition, % at 2 µM;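 active means inhibition at 2 µM at or above a set limit, the screen mean plus 3 SD, cut at about 24% in these data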;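 further: 0% = DMSO with enzyme and 100% = enzyme fully blocked by orthovanadate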
HIV Rev-RRE inh: HIV-1 Rev-RRE binding inhibitors, primary screen, biochemical, FRET, protein-RNA interaction | inhibition, % at 8 µM | P05866 | Rev peptide-RRE RNA binding | 0.79% of 97,000 active | AID 704, 2007;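 active means inhibition above the screen-wide mean plus 3 SD, cut at about 35% in these data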;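 further: 0% = median DMSO wells and 100% = median Neomycin B control wells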
Target sequence (P05866 whole entry, looked up): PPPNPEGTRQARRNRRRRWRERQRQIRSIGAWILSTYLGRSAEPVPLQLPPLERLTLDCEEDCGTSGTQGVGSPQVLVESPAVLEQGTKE
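System: Cy5-labelled duplex RRE RNA binding fluorescein-labelled HIV Rev peptide; Signal: fluorescein-to-Cy5 FRET, 480 nm excitation; Also added: labelled Rev peptide; Compound: one concentration, 8 µM nominal; Buffer or medium: HEPES pH 7.5 salt buffer with EDTA; Read-out: % inhibition of FRET ratio versus controls; Schedule: 5 min preincubation and 15 min binding, 25 °C.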
EphB4 antag: EphB4-ephrin-B2 interaction antagonists, primary screen, biochemical, TNYL-RAW peptide probe, fluorescence polarization; Ephrin type-B receptor 4 (Homo sapiens), P54760; EphB4 LBD / TNYL-RAW-Alexa532 peptide; inhibition, % at 7 µM; 0.15% of 97,000 active; AID 720, 2007;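 active means inhibition above the screen-wide mean inhibition plus 3 SD, cut at about 15% in these data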;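 further: 0% = DMSO wells and 100% = excess unlabeled TNYL-RAW peptide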
Target sequence (P54760 whole entry, looked up, the tested form may be a part): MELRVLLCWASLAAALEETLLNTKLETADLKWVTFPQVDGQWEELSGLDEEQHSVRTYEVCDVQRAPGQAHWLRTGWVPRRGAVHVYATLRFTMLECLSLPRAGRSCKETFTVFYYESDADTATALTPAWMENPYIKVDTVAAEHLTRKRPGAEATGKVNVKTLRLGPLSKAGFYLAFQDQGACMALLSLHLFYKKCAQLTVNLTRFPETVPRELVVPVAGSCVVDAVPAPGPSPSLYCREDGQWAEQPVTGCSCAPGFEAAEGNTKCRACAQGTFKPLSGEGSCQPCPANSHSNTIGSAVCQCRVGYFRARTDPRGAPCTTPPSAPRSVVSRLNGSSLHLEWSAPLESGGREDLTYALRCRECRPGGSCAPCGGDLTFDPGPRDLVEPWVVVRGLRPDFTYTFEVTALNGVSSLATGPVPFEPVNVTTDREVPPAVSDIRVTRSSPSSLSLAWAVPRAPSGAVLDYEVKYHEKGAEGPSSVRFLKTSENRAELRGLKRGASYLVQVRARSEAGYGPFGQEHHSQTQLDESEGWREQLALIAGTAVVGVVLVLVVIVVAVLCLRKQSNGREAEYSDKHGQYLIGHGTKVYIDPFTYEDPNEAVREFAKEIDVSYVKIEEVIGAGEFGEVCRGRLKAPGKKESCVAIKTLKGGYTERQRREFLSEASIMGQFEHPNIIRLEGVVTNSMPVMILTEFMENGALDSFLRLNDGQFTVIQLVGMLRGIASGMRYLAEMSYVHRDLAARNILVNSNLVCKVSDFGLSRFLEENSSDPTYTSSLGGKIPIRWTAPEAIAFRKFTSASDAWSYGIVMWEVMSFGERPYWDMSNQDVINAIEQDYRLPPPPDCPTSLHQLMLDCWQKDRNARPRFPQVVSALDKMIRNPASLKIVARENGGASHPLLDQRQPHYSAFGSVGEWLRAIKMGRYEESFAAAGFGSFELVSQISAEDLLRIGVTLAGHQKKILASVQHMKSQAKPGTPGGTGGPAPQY
PTPN22 act: LYP phosphatase activators, primary screen, biochemical, DiFMUP fluorescence, 2 µM; Tyrosine-protein phosphatase non-receptor type 22 (Homo sapiens), Q9Y2R2; recombinant LYP; 0 = plate median, 100 = signal doubled; activation, % at 2 µM; 0.11% of 96,000 active; AID 697, 2007;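 active means activation at 2 µM above a set limit, the mean plus 5 SD, cut at about 37% in these data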
S1P2 ag: S1P2 receptor agonists, primary screen, cell-based | Sphingosine 1-phosphate receptor 2 (Homo sapiens), O95136 | S1P2-expressing cell line, agonist reporter read-out | activation, % at 4.5 µM | 0.46% of 97,000 active; in the data active means activation above about 16%;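 further: 0% = vehicle low control and 100% = maximal reference agonist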
PostGolgi ctrl: growth inhibition of yeast control strain, primary screen, counter-screen for post-Golgi transport modulator project. efflux-deficient yeast background strain, growth absorbance A615, 16 h. inhibition, % at 10 µM. 5% of 98,000 active
* = called active by the depositor; / = no result given. Unless noted, no stated cut-off is given here; in the data, active means inhibition above about 30%; inactive means the rest.

SMILES | FAK inh | S1P2 antag | PostGolgi yeast | PTPN22 inh 2 | HIV Rev-RRE inh | EphB4 antag | PTPN22 act | S1P2 ag | PostGolgi ctrl
Cc1cc(C)c(NC2=NCC(=O)N2C2CCCCC2)c(C)c1 | 2 | 18 | -2 | 8 | 7 | 2 | -2 | -4 | 11
CCOC(=O)c1c(NC(=O)CNCCO)sc(C)c1C | 1 | 22 | -8 | 8 | 2 | 4 | -9 | -5 | 16
Cc1ccc2c(c1)N(CC(=O)NCc1ccco1)C(=O)CO2 | -1 | 4 | / | -4 | 1 | 2 | -2 | -2 | /
CC(=O)Oc1ccc2ccccc2c1C(NC(=O)C(C)C)c1cccc([N+](=O)[O-])c1 (stereo not drawn) | -1 | -8 | 22 | 5 | 7 | -4 | -9 | -10 | 16
CCOC(=O)N1CCN(C(=O)COc2ccccc2OC)CC1 | 1 | 16 | 3 | -2 | 5 | 6 | 3 | -8 | 2
CCC1CCCCN1C(=O)CSc1nnc(-c2ccc(OC)cc2)o1 (stereo not drawn) | 3 | -15 | -2 | -6 | 7 | -6 | 4 | -5 | 16
Cc1ncc(N=Nc2ccccc2)c(-c2ccccc2)n1 | 4 | -7 | 5 | 5 | 12 | 1 | -1 | 0 | 4
CC(C)Oc1ccc(C(=O)NCc2cccs2)cc1 | 0 | -2 | 2 | -2 | -4 | 2 | 0 | -1 | 14
COc1cccc(-c2noc(C3CCCN(S(=O)(=O)c4cccc(Cl)c4C)C3)n2)c1 (stereo not drawn) | 3 | 20 | -3 | 5 | 17 | 0 | -8 | -9 | 6
CN(CCOCCOc1ccc2ccccc2c1)Cc1ccccc1 | -1 | 8 | 3 | -3 | 6 | -9 | 4 | -2 | 11
Cc1cc(NC(=O)c2cc3nc(C4CC4)cc(C(F)(F)F)n3n2)no1 | -1 | -6 | 12 | 1 | -4 | 3 | -4 | -4 | 31*
CCC(C)[C@H](NC(=O)NCc1cccc(OC)c1)C(=O)O (stereo partly drawn) | 2 | 25 | -13 | -11 | 8 | 1 | 9 | -8 | -1
O=C(O)CCC(=O)N1CCOc2ccc(Cl)cc21 | -2 | 19 | 0 | -5 | 5 | -3 | 5 | -2 | 3
CC(/C=N/NC(=O)C(O)c1ccccc1)=C\c1ccccc1 (stereo not drawn) | 0 | 11 | -7 | 16 | 3 | 1 | -12 | -6 | 3
COc1ccc(S(=O)(=O)N2Cc3ccccc3CC2C(=O)O)cc1 (stereo not drawn) | -3 | -7 | 21 | 12 | 2 | 4 | -14 | -3 | 0

Three consecutive records already listed:
SMILES | FAK inh | S1P2 antag | PostGolgi yeast | PTPN22 inh 2 | HIV Rev-RRE inh | EphB4 antag | PTPN22 act | S1P2 ag | PostGolgi ctrl
Cc1cc(C)c(NC2=NCC(=O)N2C2CCCCC2)c(C)c1 | 2 | 18 | -2 | 8 | 7 | 2 | -2 | -4 | 11
CCOC(=O)c1c(NC(=O)CNCCO)sc(C)c1C | 1 | 22 | -8 | 8 | 2 | 4 | -9 | -5 | 16
Cc1ccc2c(c1)N(CC(=O)NCc1ccco1)C(=O)CO2 | -1 | 4 | / | -4 | 1 | 2 | -2 | -2 | /

Later entries
SMILES | FAK inh | S1P2 antag | PostGolgi yeast | PTPN22 inh 2 | HIV Rev-RRE inh | EphB4 antag | PTPN22 act | S1P2 ag | PostGolgi ctrl
Cc1ccc(SCCCn2cnc3ccccc3c2=O)cc1 | -1 | -19 | 3 | 4 | 7 | -5 | -6 | -12 | 26
COc1ccc(Nc2oc(COc3ccccc3F)nc2C#N)cc1 | 8 | 27 | -5 | 3 | 14 | 0 | -6 | -8 | 27
Cc1cccc(OCc2nnc(SCC(=O)N3CCN(c4ccccc4)CC3)o2)c1C | 2 | 8 | / | 0 | 6 | 3 | -1 | -2 | /
Cc1ccc(OCc2nnc(SCc3ccc(C#N)cc3)n2-c2ccc(C)cc2)cc1 | 1 | 19 | -2 | 7 | 10 | 2 | -7 | -3 | 39*
CCN(CCCNC(=O)c1ccc(N2CCCC2=O)cc1)c1cccc(C)c1 | 0 | -6 | 12 | -8 | -8 | -10 | 5 | -2 | 5
O=C(C1CCN(S(=O)(=O)N2CCCC2)CC1)N1CCCCC1 | 1 | 5 | 16 | -7 | -2 | -5 | 6 | -6 | 14
C/C(CC1(O)C(=O)N(C)c2ccccc21)=N\O (stereo not drawn) | -4 | 2 | 2 | -13 | 3 | -3 | 12 | -4 | -1
N#CCCSc1ccccc1NC(=O)c1ccc(S(=O)(=O)N2CCCC2)cc1 | 9 | 27 | -9 | -2 | 8 | 0 | 0 | -10 | -1
COC(=O)C1=C(C)OC(N)=C(C#N)C1c1cc(OC)c(OCC(N)=O)cc1Cl (stereo not drawn) | -4 | 12 | 0 | 3 | 8 | 6 | -4 | -8 | 3
O=C(c1cccc(C(F)(F)F)c1)N1CCC(O)(CS(=O)(=O)Cc2ccccc2)CC1 | -9 | 6 | 17 | 4 | 4 | 5 | -2 | -1 | 19
COc1c(S(=O)(=O)NCCN2CCOCC2)ccc(Cl)c1Cl | -2 | -7 | 2 | 20 | 10 | -4 | -19 | -3 | 3
CC(=O)c1cn(CC(=O)Nc2c(C)cccc2C)c2ccccc12 | -9 | 23 | -1 | -15 | 0 | -1 | 16 | -1 | -2
C/C=C/C(=O)OCC(=O)NC(=O)NC(C)C | -1 | 1 | -3 | -5 | 9 | -2 | 6 | -4 | 11
CCOC(=O)c1c(NC(=O)CSc2nnc(CNc3ccc(C)cc3C)o2)sc(C)c1C | 0 | -1 | / | 15 | 1 | -2 | -14 | -7 | /
O=C(CSc1nnc(-c2ccco2)o1)NC1CC2CCC1C2 (stereo not drawn) | 1 | -5 | -5 | 8 | 2 | -1 | -9 | -4 | 8
Cc1ccc(N2C(=O)c3ccc(C(=O)Nc4cccnc4)cc3C2=O)c(C)c1 | 1 | 17 | 21 | -1 | 13 | -1 | 2 | -1 | 2
CCc1c(C)nc(SCC(=O)CC(=O)OC(C)C)c(C#N)c1C | -4 | -12 | 0 | -3 | 9 | 0 | 4 | -1 | 12
Cc1ccc(C(=O)/C=C/c2ccc3c(c2)OCO3)o1 | 4 | 16 | -9 | 9 | 1 | -6 | -5 | -2 | 13
O=C(C1CC1)N(CCN(Cc1ccccc1)C(=O)C1CC1)Cc1ccccc1 | -2 | -6 | -6 | 7 | 3 | -4 | -3 | -4 | 14
CC(C)(C)CC(C)(C)NCC(O)COc1c(F)cc(Br)cc1F (stereo not drawn) | -1 | 11 | -2 | -4 | 20 | 2 | 7 | -6 | 19
COC(=O)COc1ccc(S(=O)(=O)Nc2cc(OC)ccc2OC)cc1 | -1 | 2 | 5 | -8 | 1 | -4 | 3 | -4 | 5
CCCCCCCC(=O)OC(CN1CCCCC1)CN1CCCC1=O (stereo not drawn) | 1 | -29 | -4 | -1 | -4 | -5 | 4 | 0 | 6
O=C(NCCCc1ccccc1)c1ccccc1O | 0 | -19 | -11 | 0 | 7 | -4 | -4 | -6 | 8
CCc1c(C)sc(NC(=O)c2cc(-c3ccco3)on2)c1C#N | -4 | 4 | -9 | 7 | 4 | -2 | -8 | 2 | -4
CC1=CC(C)(C)N(S(=O)(=O)c2ccc(C)cc2)c2ccccc21 | 0 | -16 | -7 | 16 | 16 | 5 | -19 | -2 | 32*
Nn1c(SCc2nc3ccccc3[nH]2)nnc1-c1ccccc1 | 7 | 14 | 0 | 13 | 9 | 7 | -15 | -9 | 0
Cc1[nH]nc(N2CCCCC2)c1[N+](=O)[O-] | 5 | 4 | 2 | -9 | 1 | 4 | 8 | -5 | 11
CCNC(=O)CCn1nc(-c2ccc(Cl)cc2)c2ccccc2c1=O | 4 | 24 | 8 | 0 | 9 | 0 | -1 | -3 | 5
CNC(=O)c1ncnnc1N(C)C(=O)NCc1ccccc1 | 0 | 20 | -3 | 7 | 11 | 3 | -10 | -4 | -6
CC1=C(OC(=O)c2ccccc2)C(C)(C)C(c2ccccc2)OC1=O (stereo not drawn) | 5 | -12 | 1 | -4 | 5 | 2 | 1 | 2 | 22
O=C(COc1ccccc1F)Nc1ccc(S(=O)(=O)NCc2ccco2)cc1 | -1 | 18 | -19 | 7 | 6 | 3 | -9 | -4 | 13
Cc1ccc(S(=O)(=O)NNC(=O)CCC(=O)Nc2ccccc2)cc1 | -5 | 20 | -1 | -7 | 5 | 6 | 12 | -6 | -1
Cc1c(Cl)c(C(=O)NC2CCCC2)nn1C | 1 | -5 | / | 11 | 9 | 4 | -14 | 0 | /
CCCc1nc(SC2CCCC2)c2c(=O)n(C)c(=O)n(C)c2n1 | / | / | 22 | 4 | / | / | -6 | / | 18
CC12CN3CC(C)(CN(C1)C3c1ccc3ccccc3c1O)C2=O (stereo not drawn) | 10 | -1 | -2 | -7 | 10 | -1 | 4 | -10 | 5
O=C(NC1CCCCCC1)C1CCN(S(=O)(=O)c2ccccc2)CC1 | -3 | 23 | -3 | 11 | 4 | -5 | -15 | -2 | -2
CCC(C)(C)NC(=O)C(c1ccc(F)cc1)N(Cc1ccco1)C(=O)c1cnccn1 (stereo not drawn) | -7 | 11 | -5 | -1 | 2 | -7 | -1 | -2 | 4
COC(=O)c1ccc(COC(=O)c2ccc(-n3cnnn3)cc2)o1 | 0 | 12 | 27 | -8 | 4 | 2 | 6 | -5 | 6
O=S(=O)(Nc1ccc2nc(-c3ccco3)[nH]c2c1)c1ccccc1 | 15 | 5 | -4 | -1 | 5 | 3 | 2 | -5 | 18
CCOC(=O)C1CCN(C(=O)c2cccc(NC(=O)C(CC)CC)c2)CC1 | 8 | 15 | 0 | 7 | 4 | 1 | -4 | -2 | 5
Cc1ccccc1C(=O)NC(=S)Nc1ccc(Oc2ccc(Cl)cc2)cc1 | -4 | 12 | -8 | 10 | 4 | -2 | -8 | 0 | 3
CNc1nc(Sc2ccc(C)cc2)cc(C(F)(F)F)n1 | -2 | -34 | 7 | -21 | 11 | -13 | 24 | 2 | 1
CCSCCOC(=O)C1=C(C)NC(=O)NC1c1ccccc1 (stereo not drawn) | 5 | 11 | -5 | -8 | 8 | 6 | 4 | -4 | 13
CCOc1ccc(C(=O)CCNC(Cc2cnc[nH]2)C(=O)O)cc1 (stereo not drawn) | 0 | -7 | 5 | 3 | -3 | -7 | -2 | -6 | 18
COC(=O)CSc1cnc2ccccc2n1 | 5 | -11 | -5 | 4 | 11 | 0 | 0 | -2 | 32*
Cc1cc(C)n2nc(SCN3C(=O)c4ccccc4C3=O)nc2n1 | 9 | -29 | 0 | -29 | 2 | -5 | 26 | -1 | 6
Oc1ccccc1-c1nnc(-c2ccc(C(F)(F)F)cc2)o1 | -1 | 19 | -15 | 8 | 12 | 2 | -10 | -5 | 6
CC(C)C(=O)NC(c1ccco1)c1ccc2cccnc2c1O (stereo not drawn) | 0 | 1 | 2 | 6 | 4 | -5 | -8 | -3 | 32*
COc1ccccc1C1/C(=C(/O)c2ccccc2)C(=O)C(=O)N1CCO (stereo not drawn) | -3 | 13 | 5 | -10 | 3 | 0 | 7 | -4 | 7
CCC(C)(C)NC(=O)CN(C(=O)CCC(=O)Nc1ccccn1)c1ccc(F)c(Cl)c1 | -1 | -6 | 41* | -5 | -1 | 2 | 4 | -3 | 1
CCN(CC)S(=O)(=O)c1ccc(S(=O)(=O)N(CC(=O)Nc2ccccc2)Cc2ccco2)cc1 | -1 | 2 | / | 0 | 9 | 2 | 1 | -8 | /
